HSF1 inhib: HSF1 inhibitors in luciferase reporter cells, primary screen, cell-based, NIH3T3, luminescence | NIH3T3-HGL HSE-luciferase, MG132-induced, luminescence 8 h; stronger effect = lower value | activity change, negative = inhibition, % at 7.5 µM (by protocol) | hit rate 0.77% among 300,000 | AID 2098, 2009;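 active = more than half of replicate wells show activity change below -50%, luminescence cut by over half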;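 note: luciferase reports HSF-1 transcriptional activity via heat shock element; 0% = median of DMSO wells and -100% = zero luminescence signal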
HIF act: HIF pathway transcriptional activators, primary screen, cell-based, U2OS HRE-luciferase, luminescence; U2OS HRE-luciferase reporter; normalized: DMSO 0%, desferrioxamine 100%; activation, % at 7.5 µM (by protocol); AID 1910, 2009; hit rate 0.32% among 300,000;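 active = mean activation of at least 10% of the iron chelator positive control signal, with at least half of replicates also reaching 10%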
GSK3beta inhib: human GSK3beta kinase inhibitors, primary screen, biochemical, cell-free homogeneous, HTS | Glycogen synthase kinase-3 beta (Homo sapiens), P49841 | GST-GSK3beta kinase, ADP-Glo luminescence, 60 min; stronger effect = lower value | activity score (negative = inhibition), % at 10 µM | hit rate 0.038% among 300,000 | AID 2097, 2009;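 active = more than half of replicate wells score below -50%, meaning over 50% inhibition versus plate controls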;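 note: 0% = median DMSO wells and -100% = median GW8510 positive control wells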
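Assay system: GST-tagged human GSK3beta kinase, cell-free; Input: 1.6 ng GSK3beta; Medium: Tris/MgCl2 kinase buffer; Timing: 60 min enzyme reaction, room temperature; Signal: ADP-Glo luminescence quantifying ADP generated by kinase; Evaluation: score relative to plate controls; Benchmarks: DMSO neutral wells and GW8510 at 20 µM as positive.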
HSF-1 act: HSF-1 activators, primary screen, NIH3T3-HGL cells, MG132 stress, luminescence, single point. NIH3T3-HGL HSF-1 luciferase reporter, 8 h; 100% = twice DMSO control signal. activation, % at 9 µM. hit rate 1.7% among 300,000;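 active = mean replicate activation of at least 50% with a set share of replicates each reaching 50%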;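 note: 0% = median of the neutral control wells and 100% = twice that signal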
KLF5 inhibitor: KLF5 expression inhibitors, primary screen, DLD-1 cells, luminescence | DLD-1 KLF5 promoter-luciferase reporter | inhibition, % at 5 µM | hit rate 0.23% among 290,000;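 active = inhibition above a per-plate limit of that plate's mean compound inhibition plus 3 SD, cut at about 60% in these data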;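 note: 0% = DMSO wells and 100% = LY294002 at 200 µM; higher means less KLF5 promoter-driven luciferase light; inactives centre near -14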
GSK3A inh: blockers of GSK3A enzyme activity – biochemical, luminescence, cell-free homogeneous, HTS, primary screen. GSK-3 alpha kinase, ADP-Glo luminescence, 60 min. inhibition, % at 10 µM. hit rate 0.1% among 320,000. AID 2650, 2010;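 in the data active = inhibition above about 50%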;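 note: GST-tagged GSK-3 alpha with peptide substrate and 25 µM ATP; 0% = DMSO neutral wells and 100% = GW8510 positive control wells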
Target sequence (P49840 whole entry, looked up): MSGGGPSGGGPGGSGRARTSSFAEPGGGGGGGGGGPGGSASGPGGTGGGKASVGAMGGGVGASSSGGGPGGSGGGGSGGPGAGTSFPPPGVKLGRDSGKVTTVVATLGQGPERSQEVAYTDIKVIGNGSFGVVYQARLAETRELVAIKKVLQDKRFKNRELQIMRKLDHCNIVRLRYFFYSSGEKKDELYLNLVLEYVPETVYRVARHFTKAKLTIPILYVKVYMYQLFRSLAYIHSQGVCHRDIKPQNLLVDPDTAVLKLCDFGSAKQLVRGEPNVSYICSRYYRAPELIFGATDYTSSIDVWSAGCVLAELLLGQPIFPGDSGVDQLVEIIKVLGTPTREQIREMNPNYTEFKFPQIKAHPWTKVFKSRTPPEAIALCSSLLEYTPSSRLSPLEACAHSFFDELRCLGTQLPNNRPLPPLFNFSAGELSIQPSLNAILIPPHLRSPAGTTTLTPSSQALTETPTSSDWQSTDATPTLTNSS
HSP90 refold inh: HSP90 inhibitors, primary screen, cell lysate, luminescence; hit rate 0.91% among 290,000; AID 1789, 2009; Heat shock protein HSP 90 (rabbit reticulocyte lysate; luciferase refolding); inhibition, % at 5.6 µM; Rabbit reticulocyte lysate, luciferase refolding luminescence, 3 h;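 active = inhibition above the screen-wide mean plus 3 SD, computed separately per campaign, cut at about 16% in these data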;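 note: 0% = DMSO wells and 100% = 60 µM geldanamycin wells; inhibitors lower the luminescence because luciferase stays unfolded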
AI-2 QS modul: Vibrio harveyi AI-2 quorum sensing modulators, primary screen, JMH597 strain, luminescence/OD600 ratio. Vibrio harveyi JMH597 AI-2 luminescence/OD600 ratio, 9 h; stronger effect = lower value; strain lacks LuxN and CqsS sensors; 0 = neutral-control median. AID 2094, 2009. activity change, % at 7.5 µM. hit rate 0.4% among 300,000; in the data active = activity change below about -75%, passing the limit was not always enough;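 note: luminescence divided by OD600 gain over 9 h not by final OD600 alone; inactives centre near 13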
aSyn UTR inh: MLPCN primary screen, SNCA 5' untranslated region. hit rate 0.82% among 300,000. alpha-synuclein 5'UTR reporter, inhibitor activity. inhibition, % (tested at 7.5 µM); in the data active = inhibition above about 60%;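 note: H4 neuroglioblastoma cells stably carrying SNCA 5'UTR luciferase fusion; 0% = DMSO wells and 100% = positive control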
IEC-6 cytotox: cytotoxicity in IEC-6 intestinal epithelial cells, primary screen, cytotoxicity control for KLF5 inhibitor project, cell-based, luminescence; hit rate 0.78% among 290,000; IEC-6 cytotoxicity, luminescence viability; inhibition, % at 5 µM; in the data active = inhibition above about 22%;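 note: 0% = plate median of test compound wells and 100% = cytotoxic reference compound wells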
* = called active by the depositor; / = not tested or not shown.

Fields: IEC-6 cytotox, HSF-1 act, GSK3A inh, HSF1 inhib, HIF act, aSyn UTR inh, KLF5 inhibitor, GSK3beta inhib, HSP90 refold inh, AI-2 QS modul
COc1ccc(-n2c(Cn3c(=O)sc4ccccc43)nnc2SCC(=O)N2CCCC2)cc1
  -9, /, -3, /, /, /, -34, /, -1, /
CCOc1ccc(-c2nc(N)ncc2Oc2ccccc2Br)c(O)c1
  -2, 14, 2, 7, -0.3, 31, -12, 2, 4, 19
Cc1cc(C)n(CC(=O)NN)n1
  -6, 0, 0, -6, 0.6, -9, -9, 3, -1, -3
Cc1ccc2nc(SCC(=O)N3c4ccccc4CC3C)c(C)cc2c1 (stereo unspecified)
  -4, -1, -1, -7, -0.3, 3, -15, -1, 4, 18
CCOC(=O)N1CCC(=NNC(=O)COc2cccc(C)c2)CC1
  -3, -25, 0, -7, 0.2, -26, -6, -3, -4, 23
Cc1ccc(NC(=O)c2cccc(NC3=NC4CS(=O)(=O)CC4S3)c2)cc1C (stereo unspecified)
  2, -3, 1, -1, 0.2, -29, -15, 0, 0, 2
CCc1cc(=O)oc2cc(OCc3ccc(C(=O)O)o3)ccc12
  -1, 2, -1, 3, -1.2, -4, -38, 2, 27*, 16
COc1ccc(CC(=O)N(Cc2ccccc2)c2ccccc2)cc1S(=O)(=O)N1CCOCC1
  -2, 5, 4, -8, -0.2, -3, -20, 3, 8, -2
CC(C)(C)NC(=O)C(c1ccc(F)cc1)N(Cc1ccco1)C(=O)CCC(=O)Nc1nccs1 (stereo unspecified)
  2, -1, 0, -1, -0.2, -10, -11, -1, 0, 10
Cc1nc2ccccn2c1/C(O)=C1\C(=O)C(=O)N(CCN2CCOCC2)C1c1ccncc1 (stereo unspecified)
  6, -3, -2, 1, -0.1, -2, -29, 0, 1, 4

Complete entries from above. Screens in order: IEC-6 cytotox, HSF-1 act, GSK3A inh, HSF1 inhib, HIF act, aSyn UTR inh, KLF5 inhibitor, GSK3beta inhib, HSP90 refold inh, AI-2 QS modul
Listed for CCOc1ccc(-c2nc(N)ncc2Oc2ccccc2Br)c(O)c1 : -2, 14, 2, 7, -0.3, 31, -12, 2, 4, 19
Listed for COc1ccc(-n2c(Cn3c(=O)sc4ccccc43)nnc2SCC(=O)N2CCCC2)cc1 : -9, /, -3, /, /, /, -34, /, -1, /

(further entries)
Fields: IEC-6 cytotox, HSF-1 act, GSK3A inh, HSF1 inhib, HIF act, aSyn UTR inh, KLF5 inhibitor, GSK3beta inhib, HSP90 refold inh, AI-2 QS modul
COc1ccc(OCCOC(=O)CNC(=O)c2ccc(C)cc2)cc1
  /, -7, -2, 4, -0.1, 2, /, -5, /, 3
CC(C)(C)NC(=O)c1ccc(Cn2cc(C(F)(F)F)ccc2=O)cc1
  -4, -1, 1, 0, -0.2, 15, -22, 2, -2, 19
CCN(C(=O)CCN1C(=O)S/C(=C\c2ccccc2)C1=O)C1CCS(=O)(=O)C1 (stereo unspecified)
  -6, 6, 0, 2, 0.3, 11, -15, 4, 2, 4
COc1ccc(C(=O)Nc2ccc(Oc3ncnc4sc(-c5ccccc5)cc34)cc2)cc1OC
  -3, -2, 1, -8, -0.3, -17, 0, 0, -1, -1
CC(C)CCNC(=O)COC(=O)/C=C/c1ccc2ccccc2n1
  -6, 19, -4, 12, -0.8, 10, -23, 0, 0, 11
CC1CCCN(C(=O)C2CC(=O)N(c3ccc(Cl)cc3)C2)C1 (stereo unspecified)
  -7, -3, 4, -3, -2.2, -31, 7, 1, -5, 16
Cc1cc(C)n(S(=O)(=O)c2cc(C(=O)O)c(Cl)cc2Cl)n1
  0, 3, -8, -11, 0.0, 10, -14, 3, 0, 33
COc1ccc(CNC(=O)CC2C(=O)NCCN2C2Cc3ccccc3C2)cc1 (stereo unspecified)
  1, -2, -2, 4, 0.1, 2, -1, -3, 2, 21
Cc1ccc(S(=O)(=O)N2CCN=C2SCc2c(F)cccc2Cl)cc1
  2, -9, -2, 3, 0.0, 18, -12, 0, 4, 10
Cc1ccc(C2NC(=O)c3ccccc3O2)cc1 (stereo unspecified)
  -7, 16, -2, 11, -1.2, -4, -14, -3, 0, -12

11 entries out of the list, arranged by SMILES length, smallest number first:
Fields: IEC-6 cytotox, HSF-1 act, GSK3A inh, HSF1 inhib, HIF act, aSyn UTR inh, KLF5 inhibitor, GSK3beta inhib, HSP90 refold inh, AI-2 QS modul
Cc1ccc(C2NC(=O)c3ccccc3O2)cc1 (stereo unspecified)
  -7, 16, -2, 11, -1.2, -4, -14, -3, 0, -12
CC(C)CCNC(=O)COC(=O)/C=C/c1ccc2ccccc2n1
  -6, 19, -4, 12, -0.8, 10, -23, 0, 0, 11
CC1CCCN(C(=O)C2CC(=O)N(c3ccc(Cl)cc3)C2)C1 (stereo unspecified)
  -7, -3, 4, -3, -2.2, -31, 7, 1, -5, 16
Cc1ccc(S(=O)(=O)N2CCN=C2SCc2c(F)cccc2Cl)cc1
  2, -9, -2, 3, 0.0, 18, -12, 0, 4, 10
Cc1cc(C)n(S(=O)(=O)c2cc(C(=O)O)c(Cl)cc2Cl)n1
  0, 3, -8, -11, 0.0, 10, -14, 3, 0, 33
CC(C)(C)NC(=O)c1ccc(Cn2cc(C(F)(F)F)ccc2=O)cc1
  -4, -1, 1, 0, -0.2, 15, -22, 2, -2, 19
Cc1ccc(NC(=O)c2cccc(NC3=NC4CS(=O)(=O)CC4S3)c2)cc1C (stereo unspecified)
  2, -3, 1, -1, 0.2, -29, -15, 0, 0, 2
CCN(C(=O)CCN1C(=O)S/C(=C\c2ccccc2)C1=O)C1CCS(=O)(=O)C1 (stereo unspecified)
  -6, 6, 0, 2, 0.3, 11, -15, 4, 2, 4
COc1ccc(CC(=O)N(Cc2ccccc2)c2ccccc2)cc1S(=O)(=O)N1CCOCC1
  -2, 5, 4, -8, -0.2, -3, -20, 3, 8, -2
Cc1nc2ccccn2c1/C(O)=C1\C(=O)C(=O)N(CCN2CCOCC2)C1c1ccncc1 (stereo unspecified)
  6, -3, -2, 1, -0.1, -2, -29, 0, 1, 4
CC(C)(C)NC(=O)C(c1ccc(F)cc1)N(Cc1ccco1)C(=O)CCC(=O)Nc1nccs1 (stereo unspecified)
  2, -1, 0, -1, -0.2, -10, -11, -1, 0, 10

Further records follow.
Fields: IEC-6 cytotox, HSF-1 act, GSK3A inh, HSF1 inhib, HIF act, aSyn UTR inh, KLF5 inhibitor, GSK3beta inhib, HSP90 refold inh, AI-2 QS modul
COc1cccc(NC(=O)CN2C(=O)COc3ccc(S(=O)(=O)N4CCC(C)CC4)cc32)c1
  -5, 86*, -17, 53, -0.6, -1, 1, -1, 0, 14
CCc1ccc(NC(=O)N(CCCN2CCOCC2)C(C)c2cc3cccc(OC)c3o2)cc1 (stereo unspecified)
  12, -1, -3, -6, 0.8, 8, -20, -2, 5, 1
CN(C)S(=O)(=O)c1cccc(C(=O)OCC(=O)c2ccc3c(c2)NC(=O)CO3)c1
  0, /, 0, /, -0.3, 18, -16, -3, 3, -53
O=C(c1ccc2c(c1)OCCO2)C1CCN(C(=O)Nc2ccccc2F)CC1
  3, 26, -3, 4, 0.0, 9, -30, 1, 5, 2
C=CCOC(=O)C1=C[C@H](c2coc3ccccc3c2=O)C[C@H](OCc2ccc(CO)cc2)O1
  -11, -6, -2, 6, -1.8, -6, 6, 2, 0, 8

Compound activity from PubChem.
